# Screening data (PubChem)
# GPR55 activation: selective activators of receptor GPR55 – imaging, U2OS cells, beta-arrestin-GFP redistribution, primary screen (AID 1961). U2OS GPR55 beta-arrestin-GFP redistribution imaging; higher % means a stronger effect. activation, % at 10 µM, or EC50 in µM where a hit was titrated. actives 0.048% (n = 290,000);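 active means activation above 40% with more than 50 cells counted in the well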;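 further: U2OS osteosarcoma cells stably expressing GPR55 and beta-arrestin-GFP; plate controls were DMSO negative control for no effect and LPI positive control for full effect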
# NOD1 NF-kB reporter: inhibition of NOD1-driven NF-kB reporter – cell-based, luminescence, uHTS, primary screen (AID 1578); NOD1-driven NF-kB luciferase reporter cells, luminescence; higher % means a stronger effect; inhibition, % at 4 µM, or EC50 in µM where a hit was titrated; actives 1% (n = 290,000); in the data active means inhibition mostly above about 36%, no sharp cut-off; inactive means mostly below about 34%;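 further: HEK-293T reporter cells stimulated with the NOD1 agonist gamma-tri-DAP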
# KOR beta-arrestin-1: KOR antagonists, beta-arrestin recruitment, cell-based, luminescence, uHTS (AID 1778); actives 0.091% (n = 290,000); KOR beta-arrestin recruitment, luminescence, antagonist mode; higher % means a stronger effect; inhibition, % at 10 µM, or IC50 in µM where a hit was titrated; further: strong numbers were not always called active
# CSM14.1 death rescue: protection against thapsigargin-triggered cell killing – 384-well, CSM14.1, ATP luminescence, primary screen (AID 1222); CSM14.1 thapsigargin-induced death rescue, ATP luminescence; higher % means a stronger effect; cellular ATP content (survival), % at 20 µM, or EC50 in µM where a hit was titrated; 190,000 tested, under 10 active;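 active means EC50 below 50 µM in the dose-response confirmation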;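 further: death triggered by thapsigargin at about 15 µM added after 2 h compound pretreatment; cell ATP read after overnight thapsigargin exposure of roughly 18 to 22 hours; normalized against plate controls of thapsigargin alone and 5% DMSO vehicle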
# Yfh1-depleted yeast: mitochondrial function rescue without frataxin homolog – Friedreich's ataxia, plus single-dose screen, dose response (AID 1465) | S. cerevisiae Yfh1-off respiration, WST-1 reduction, 72 h; higher fold induction means a stronger effect | fold induction at 50 µM, or EC50 in µM where a hit was titrated | actives 0.074% (n = 220,000);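 active means fold induction of absorbance versus untreated yeast above a set limit, then at least 30% activation at any dose in follow-up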;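 further: activators that raise dye reduction in frataxin-depleted yeast; strong numbers were not always called active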
# NTR1 agonist: NTR1-driven beta-arrestin-GFP spot formation – imaging, U2OS cells, high content, primary screen (AID 493036). activation, % at 20 µM. agonist mode. P30989. actives 0.17% (n = 330,000);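 active means activation at or above 40% of the spot to cytoplasm intensity ratio, with at least 20 cells analyzed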;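 further: 0% = DMSO without peptide and 100% = 100 nM NTR1 peptide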
# Target sequence (P30989 whole entry, looked up): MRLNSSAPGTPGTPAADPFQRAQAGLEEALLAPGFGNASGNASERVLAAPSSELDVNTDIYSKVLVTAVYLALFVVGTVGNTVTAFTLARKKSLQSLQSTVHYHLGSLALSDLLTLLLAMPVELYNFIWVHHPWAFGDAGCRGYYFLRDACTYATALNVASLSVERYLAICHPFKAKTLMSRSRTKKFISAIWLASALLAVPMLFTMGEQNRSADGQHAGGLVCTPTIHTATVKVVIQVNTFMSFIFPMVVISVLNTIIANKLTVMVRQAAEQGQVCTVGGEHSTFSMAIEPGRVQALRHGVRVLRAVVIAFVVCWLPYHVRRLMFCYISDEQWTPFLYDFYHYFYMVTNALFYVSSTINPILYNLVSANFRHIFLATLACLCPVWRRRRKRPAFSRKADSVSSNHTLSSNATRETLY
# TNAP activation fold: human TNAP enzyme activators, primary screen, biochemical, luminescent, no phosphate acceptor, uHTS (AID 1001) | purified TNAP, luminescent activation assay, no phosphate acceptor; higher activation fold means a stronger effect | activation fold at 20 µM; hits with a dose series show EC50 in µM | actives 0.03% (n = 200,000); in the data active means activation fold from about 3, or a potency from the dose series; inactive means the rest, 99 in 100 with activation fold below about 1.6; further: many of its hits are not listed in these tables
# KOR beta-arrestin-2: kappa opioid receptor activators – cell-based, luminescence, uHTS, primary screen (AID 1777) | KOR beta-arrestin recruitment, luminescence; higher % means a stronger effect | activation, % at 10 µM, or EC50 in µM where a hit was titrated | actives 0.02% (n = 280,000); in the data active means activation above about 50%, passing the limit was not always enough; further: a part of the inactive calls stands beside numbers as strong as those of hits
# NOD2 inhibition: inhibition of NOD2-driven NF-kB reporter – cell-based, luminescence, uHTS, HEK293 (AID 1566) | inhibition, % at 4 µM, or EC50 in µM where a hit was titrated | actives 0.63% (n = 290,000) | HEK293 NOD2/NF-kB luciferase reporter, luminescence; higher % means a stronger effect; further: many of its hits are not listed in these tables
# NTR1 agonist cell count 20 µM: further read-out of NTR1 agonist, marked with its call; cell count; measured here: cell count, cytotoxicity flag
# An asterisk follows results filed as active; i = inactive; · = no result given; & = joins results of further samples; [ ] = dose if it differs, or a comment. Unless noted, no stated cut-off is given here; in the data, active means inhibition above about 50%; inactive means the rest.
SMILES,GPR55 activation,NOD1 NF-kB reporter,KOR beta-arrestin-1,CSM14.1 death rescue,Yfh1-depleted yeast,NTR1 agonist,NTR1 agonist cell count 20 µM,TNAP activation fold,KOR beta-arrestin-2,NOD2 inhibition
O=C1C(Nc2cccc(O)c2)=C(N2CCCCC2)C(=O)c2ccccc21,0.2%,7.4%,-43.0%,18.0%,i,0.2,37,0.9,22.8%,7.5%
CCc1ccc(NC(=O)C2CC=CCC2C(=O)O)cc1 (stereo not drawn),-0.3%,-10.0%,-12.2%,-0.3%,i,-0.9,76,1.1,1.2%,-14.1%
COc1cc(-c2nc3cnccn3c2Nc2ccc(C)cc2)ccc1O,0.2%,-71.1%,-4.4%,-0.1%,i,2.8,36,1.1,1.8%,-24.8%
Cc1ccc(F)cc1NC(=O)N1c2ccccc2NC(=O)CC1C (stereo not drawn),0.0%,-0.9%,31.1%,·,i,1.0,56,·,0.1%,-4.9%
Cc1ccc(N2C(=O)CC(Sc3nc4ccccc4o3)C2=O)cc1Cl (stereo not drawn),0.7%,6.9%,-25.5%,1.4%,i,0.1,91,1.1,5.2%,5.4%
CN(CC(=O)Nc1ccc(F)c(Cl)c1)S(=O)(=O)c1cccc2nsnc12,-0.2%,-17.2%,-0.4%,-3.1%,i,0.2,79,1.1,-2.3%,21.1%
CCOc1ccc(-n2c(SCC(=O)Nc3ccccc3C)n[nH]c2=O)cc1,0.4%,-1.2%,37.2%,-1.1%,i,1.0,42,1,-3.8%,12.0%
Cc1ccc(S(=O)(=O)N(C)CC(=O)OCC(=O)c2c(N)n(C)c(=O)n(C)c2=O)cc1,1.1%,-13.6%,-6.1%,-2.3%,i,0.2,110,1.1,-0.6%,14.0%
Cc1cc(NC(=O)c2ccc([N+](=O)[O-])cc2)no1,-0.2%,-6.1%,26.7%,·,·,1.0,81,·,-4.6%,-14.9%
CCN(c1ccc(OC)cc1)S(=O)(=O)c1nnc(NC(=O)COc2ccc(F)cc2)s1,-0.2%,8.1%,-12.6%,·,·,2.2,69,·,3.1%,15.5%
COc1ccc(-n2c(=O)cc(N3CCN(Cc4ccccc4)CC3)[nH]c2=O)cc1,0.0%,-13.8%,-2.0%,-0.5%,i,-1.0,58,1.1,5.0%,-4.0%
CCOC(=O)/C(C#N)=C\c1c(C)cc(C)c(COC(C)=O)c1C,0.4%,-32.5%,18.7%,-0.4%,i,-0.5,81,1.1,-2.2%,10.4%
Cc1ccc(CNC(=O)c2cc3cc(Br)ccc3oc2=N)cc1,0.3%,-32.0%,-27.9%,·,·,0.9,75,·,4.4%,-10.8%
Cc1ccccc1CC1(CO)CCCN(C(=O)c2cccc(Cl)c2)C1 (stereo not drawn),0.6%,-46.6%,2.4%,-1.4%,i,3.4,50,1.1,-5.1%,-28.3%
C=CCn1c(SCC(=O)Nc2ccccc2F)nnc1C(C)NC(=O)c1ccccc1F (stereo not drawn),0.0%,-30.0%,-11.0%,·,·,0.4,99,·,1.8%,-0.9%
Cc1ccc(-c2cn3cccnc3n2)cc1NC(=O)c1cccs1,0.1%,-18.8%,22.7%,-4.7%,i,0.8,52,1.7,-2.6%,-7.6%
CCOc1ccccc1N1CN(Cc2ccccc2)CNC1=S,-0.3%,-6.3%,-3.5%,·,i,-0.5,54,·,8.8%,3.8%
Nc1n[nH]c(N)c1N=Nc1cccc(C(F)(F)F)c1,0.0%,-6.6%,-49.2%,·,·,-0.1,84,·,4.1%,-16.2%
CC1CCN(C(=O)C(C)c2ccc([N+](=O)[O-])cc2)CC1 (stereo not drawn),0.6%,-7.9%,7.0%,1.4%,i,0.0,85,1,-3.9%,8.0%
O=C(CN1CCC(NC(=O)c2ccco2)CC1)Nc1cccc2ccccc12,0.5%,-35.5%,-14.9%,-1.1%,i,1.5,49,1.1,-10.1%,11.3%
O=C(Nc1ccccc1-c1nnn(CC(=O)N2CCCc3ccccc32)n1)c1ccc(Cl)cc1,0.1%,-2.9%,-21.3%,-1.3%,i,-0.2,71,1,-2.6%,-2.9%
O=C(CCn1c(=O)oc2ccccc21)NCCCN1CCOCC1,0.2%,-16.7%,3.2%,·,·,-1.1,40,·,-4.8%,5.3%
Cc1ccc(S(=O)(=O)CCSc2n[nH]c(=O)n2-c2ccccc2)cc1,-0.2%,-6.8%,12.4%,·,i,0.5,51,·,1.4%,-3.0%
CCOC(=O)c1ccc(NC(=S)N(CCCN2CCCCC2)Cc2ccco2)cc1,-0.2%,-25.8%,21.9%,0.3%,i,3.6,70,1.2,10.1%,3.3%
O=C(NNC(=O)c1nc(Cl)ccc1Cl)c1ccc(F)cc1,0.2%,-35.1%,42.7%,·,·,-0.7,73,·,-4.4%,10.2%
O=C1CN(C(=O)CNCc2cccc(Cl)c2)c2ccccc2N1,1.0%,1.2%,-8.2%,·,i,1.5,55,·,3.7%,12.2%
COc1ccccc1N1CCN(Cc2cn[nH]c2-c2ccc(F)cc2)CC1,-0.2%,-12.5%,-36.7%,·,i,1.0,45,·,5.3%,1.9%
CC(NC(=O)c1ccccc1F)C1CC1 (stereo not drawn),0.0%,-0.8%,-59.2%,·,·,2.1,42,·,2.3%,-0.1%
Cc1cc(=O)oc2c(C)c(OC(C)C(=O)NCC3CCC(C(=O)O)CC3)ccc12 (stereo not drawn),-0.2%,-11.9%,-14.8%[20 µM],·,·,0.0,88,·,-4.9%,11.6%
COc1cccc(-n2nnc3c(=O)n(CC(=O)N4CCCc5ccccc54)cnc32)c1,-0.1%,-12.6%,-19.3%,-0.5%,i,4.4,52,1.1,1.5%,-8.7%
O=C(N/N=C/c1cc(Cl)cc([N+](=O)[O-])c1O)c1cc(-c2ccccn2)nc2ccccc12,-1.9%,-4.7%,31.5%,·,i,0.0,61,·,-1.1%,14.0%
Cc1cc(C)nc(NS(=O)(=O)c2ccc(N3C(=O)c4ccccc4C3=O)cc2)n1,-0.4%,0.7%,-1.1%,-1.3%,i,0.9,64,1.1,1.2%,23.8%
CCC(C)CCCCNC1=NCCS1 (stereo not drawn),0.2%,11.1%,-15.3%,-1.4%,i,1.0,68,0.9,45.6%,-13.2%
CCN(CC)c1ccc(NC(=O)CSc2nnc(N)s2)cc1C,-0.1%,-9.8%,15.5%,-0.2%,i,1.4,38,0.9,-2.5%,-6.2%
O=C(c1cccs1)N1CCN(Cc2ccccc2)CC1,-0.2%,-7.1%,3.0%,-1.2%,i,0.3,72,1,-0.5%,9.2%
Cc1ccc(C(=O)O)cc1NC(=O)c1ccc2c(c1)C(=O)N(c1ccc([N+](=O)[O-])cc1)C2=O,0.0%,-10.5%,-13.7%,·,·,-0.4,69,·,-0.8%,-12.5%
COc1ccccc1-c1nnc(SC)n1C,-0.4%,-37.8%,-25.0%,-1.3%,i,-0.6,35,1.1,0.6%,-8.7%
CCCNC(=O)C1CCN(S(=O)(=O)c2ccc3nc4c(c(C(=O)O)c3c2)CCCCC4)CC1,0.5%,-24.1%,7.5%,·,i,0.0,59,1.1,-3.9%,1.6%
CCC(C)C(=O)Nc1nnc(SCC(=O)Nc2ccc(F)cc2)s1 (stereo not drawn),-0.1%,-20.2%,-32.2%[20 µM],-0.3%,i,2.1,37,1.1,·,-1.1%
COc1ccc(Cl)cc1NC(=O)CSc1nncn1-c1cccnc1,-0.2%,-22.2%,19.8%,-2.2%,i,9.9,84,1.1,-1.8%,10.2%
CCC(C)NC(=O)NC1C(NC(=O)NC(C)CC)N(C)C(=O)N1C (stereo not drawn),-0.2%,-23.2%,0.4%,-0.7%,i,1.7,45,1.2,0.3%,12.2%
Cc1ccc(N(CC(=O)NC2CCCCC2)C(=O)Cn2nnc(-c3ccc(C)o3)n2)cc1,0.3%,-16.5%,-14.0%[20 µM],7.2%,i,0.9,60,1.1,·,7.1%
COc1ccc(CNC(=O)CN(C(=O)CCC(=O)Nc2nccs2)c2ccc3c(c2)OCO3)cc1,1.3%,-8.8%,20.8%,·,·,-0.9,35,·,-1.6%,-5.5%
COc1ccc(CN(C(=O)COc2ccccc2)c2ccccc2C(=O)O)cc1,0.3%,-1.5%,23.4%,·,i,-1.1,51,·,-2.0%,13.2%
Nc1[nH]n(-c2ccccc2)c(=O)c1N=Nc1ccc2c(c1)OCO2,-1.5%,0.5%,-6.0%,·,i,2.5,57,·,-0.6%,-123.9%
CN(C)c1ccnc(-n2cccc2/C=N/O)c1C#N,0.4%,-21.8%,-29.8%,1.4%,i,1.3,57,1.1,0.0%,18.9%
CC(=O)OCC(=O)Nc1ccc(Cl)cc1Cl,-0.1%,-15.5%,11.0%,-1.7%,i,0.9,35,1.1,1.2%,7.3%
CC1CCCCN1Cc1ccc(-c2nn[nH]n2)cc1 (stereo not drawn),0.1%,6.0%,-32.6%,-2.2%,i,0.1,39,1,-0.9%,16.5%
O=C(NCCN1CCCCC1)Nc1cccc(Cl)c1Cl,0.3%,-13.3%,-17.8%,·,·,-0.8,75,·,4.1%,-7.4%
Cc1cc(NS(=O)(=O)c2ccc(Nc3nc(-c4sc(C)nc4C)cs3)cc2)no1,-0.1%,1.3%,-21.0%,-0.6%,i,·,·,1.2,-3.8%,13.1%
# (cont.)
SMILES,GPR55 activation,NOD1 NF-kB reporter,KOR beta-arrestin-1,CSM14.1 death rescue,Yfh1-depleted yeast,NTR1 agonist,NTR1 agonist cell count 20 µM,TNAP activation fold,KOR beta-arrestin-2,NOD2 inhibition
CCOC(=O)N1CCN(c2cc(=O)n(-c3ccc(C)cc3)c(=O)[nH]2)CC1,0.2%,-28.6%,-1.7%,-2.1%,i,1.8,43,2.9,-2.6%,19.4%
CC(=O)c1cc(-c2ccccc2)n(CC(=O)N2CCCC2)c1C,0.2%,-29.5%,6.3%,1.0%,i,0.0,69,1,-4.7%,2.7%
CCOC(=O)/C(C#N)=C/c1c[nH]c2ccccc12,-0.6%&-0.2%,-8.2%&-4.6%,27.8%&25.4%,-1.0%,i,1.3,62,1,1.3%&-1.8%,14.4%&-25.2%
CCN1CCN(C(=O)c2ccccc2N(Cc2ccccc2)S(=O)(=O)c2ccc(OC)cc2)CC1,0.4%,-0.3%,-5.6%,·,i,-0.7,49,·,4.6%,12.2%
Cc1ccc(C(=O)NC(=S)Nc2cc(-c3nc4ccccc4s3)ccc2C)cc1,0.9%,-61.2%,-14.8%,0.0%,·,1.7,32,1,5.1%,-97.4%
Cc1ccc(C(=O)N2CCCCCC2)cc1S(=O)(=O)Nc1ccccc1,-0.1%,-38.4%,-7.3%,·,·,1.0,58,·,-0.4%,-6.6%
COc1ccc(C2=NNC(c3ccco3)=Nc3ccc(F)cc32)cc1,0.2%,-22.5%,0.1%[20 µM],2.1%,i,0.9,41,1.1,-11.8%,-0.8%
CCOC(=O)c1ccccc1NC(=O)CC1SC(=NC)N(C)C1=O (stereo not drawn),-0.1%,5.7%,-26.4%,-1.9%,i,-0.7,36,1,0.9%,-19.7%

# An excerpt. The share of hits here may be higher or lower than overall.
